# mcGAS inh: mouse cGAS inhibition by luminescence | Q8C6L5 | recombinant cGAS, Kinase-Glo ATP depletion luminescence | inhibition, % at 12.5 µM | hit rate 0.15% among 160,000 | AID 1259399;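 also: 0% = negative control wells and 100% = reference inhibitor with no enzyme activity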
# NPYLR7 agonist: mosquito NPYLR7 agonism; HEK293T NPYLR7/Galpha15, GCaMP6s calcium fluorescence; activation, % at 10 µM; hit rate 0.15% among 270,000; AID 1259423; in the data active = activation above about 40%;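 also: 0% = vehicle and 100% = reference agonist at the receptor; some compounds past the cut are filed as inactive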
# hcGAS inh: inhibitors of human cGAS; Q8N884; recombinant h-cGAS, ATP depletion, Kinase-Glo luminescence; inhibition, % at 12.5 µM; hit rate 0.081% among 290,000; AID 1259398;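 also: 0% = vehicle reaction and 100% = reaction without DNA for no activity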
# Target sequence (Q8N884 whole entry, looked up): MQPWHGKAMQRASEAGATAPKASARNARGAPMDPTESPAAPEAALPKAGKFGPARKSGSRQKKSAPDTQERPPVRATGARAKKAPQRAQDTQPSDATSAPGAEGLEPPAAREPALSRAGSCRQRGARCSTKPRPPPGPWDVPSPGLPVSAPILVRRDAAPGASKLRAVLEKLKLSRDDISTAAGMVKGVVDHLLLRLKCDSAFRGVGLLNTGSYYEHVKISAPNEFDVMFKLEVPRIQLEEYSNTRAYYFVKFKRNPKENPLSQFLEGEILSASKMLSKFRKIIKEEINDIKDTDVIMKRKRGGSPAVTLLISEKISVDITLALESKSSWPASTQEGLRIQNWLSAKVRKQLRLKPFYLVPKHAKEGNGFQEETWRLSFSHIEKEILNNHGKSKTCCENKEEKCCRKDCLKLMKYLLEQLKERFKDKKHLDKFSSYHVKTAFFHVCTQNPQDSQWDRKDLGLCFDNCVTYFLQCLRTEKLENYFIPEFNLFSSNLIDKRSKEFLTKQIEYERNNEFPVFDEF
# The depositor's hits bear a star; nt = no result given; & = joins results of further samples. Rule as the data show it, unless noted: active = inhibition above about 40%; inactive = the rest. This is a random part of the collection. About 0.27% of those tested had a hit in this group.
SMILES,mcGAS inh,NPYLR7 agonist,hcGAS inh
Cc1ccc(NC(=O)N2CCCC(OCc3cccc(Cl)c3)C2)cc1 (centres undefined),0,-4,-1
CCCOc1cccc(C(=O)N2CCC(Nc3cc(OC)cc(OC)c3)CC2)c1,nt,0,-10
Cc1cc(C)nc(N/N=C\c2ccccc2)n1,-9,-4,-5
CN1CCCC(CCC(=O)NCCc2n[nH]c(=O)n2C)C1 (centres undefined),-7,nt,-10
COc1ccc(O)c(C=NNC(N)=S)c1,nt,2,-6
Cc1ccc(-c2nc3ccccn3c2NC(=O)C2CC2)cc1,-8,-1,-10
Cc1ccc(S(=O)(=O)NC2=NCN(C)CN2)cc1,-3,-9,0
CCCCC12CN3CC(C)(CN(C1)C3c1ccco1)C2=O (centres undefined),nt,-1,-9
CCOC(=O)CNC(=O)N(CCOC)CC(=O)N(CCc1c[nH]c2ccccc12)Cc1ccc(F)cc1,-4,-5,-11
CCc1nc2ccc(C(=O)NCCN3CCOCC3)cn2c1N(C)Cc1ccc(OC)cc1,-6,-4,-4
CC1=C(C)C(NNC(=O)c2cc3ccccc3[nH]2)N(Cc2ccc(F)cc2)C1=O (centres undefined),nt,0,-4
Cc1ccc(S(=O)(=O)NC(=O)C2(C)CCN2C(=O)Cc2ccc(-c3ccccc3)cc2)cc1 (centres undefined),nt,0,-6
c1ccc(-c2ccc(-c3[nH]ncc3CNC3CCC3)cc2)cc1,-3,0,0
COc1ccc(CN2CCC(C(=O)NC(c3ccc(-c4ccccc4)cc3)c3cnccn3)CC2)cc1 (centres undefined),0,4,2
N#Cc1ccc(C(=O)N(Cc2cccnc2)c2nc3cc4c(cc3s2)OCCO4)cc1,-8,-5,-7
CCc1nc(N(CCC(=O)NCc2cccc(C(F)(F)F)c2)Cc2ccccc2)c2ccccc2n1,-3,6,-1
O=C(NC1CCN(Cc2ccccc2)CC1)c1cc(-c2ccccc2Cl)nc2cc(-c3ccccc3)nn12,1,-4,1
O=S(=O)(c1cc(Cl)ccc1Cl)N1CCN(c2nc(Cc3ccc(Cl)cc3)ns2)CC1,-5,15,-11
CCOC(=O)c1ccc(OC2CC3CCC(C2)N3C(=O)c2ccc(CSc3ccc(F)cc3)cc2)cc1 (centres undefined),-4,6,-2
CC(=NNC(=S)NC1CCCCC1)c1cccs1,nt,3,-3
CCc1noc(C(C)NC2CCSCC2)n1 (centres undefined),-4,nt,-7
CC(Sc1nc(N)cc(N)c1C#N)c1ccccc1Cl (centres undefined),nt,3,7
Cc1ccc(CNC2CC(C)(C)Cc3nc(C(C)(C)C)ncc32)o1 (centres undefined),nt,8,-4
C(=Nn1c(-c2ccccc2)csc1=NCCc1ccccc1)c1ccccn1,nt,24,-2
O=C(NC(c1ccc(Cl)cc1)c1cccnc1)C1CCN(CCOc2ccc(Cl)cc2Cl)CC1 (centres undefined),-1,6,-4
Cc1ccc2nc(-c3ccc(Cl)cc3)c(NC3CCCCC3)n2c1,-8,14,-8
O=C(NCCCc1nc2ccccc2[nH]1)c1cnnn1-c1ccccc1,-12,4,-7
O=C(O)c1c[nH]c2ccc(S(=O)(=O)N3CCCCC3c3cccnc3)cc2c1=O (centres undefined),-3,-1,-1
O=S(=O)(Cc1ccn(-c2ccc(F)cc2)n1)c1ncn[nH]1,-13,7,-9
O=C(NCc1cccnc1-n1ccnc1)c1c[nH]c2ccccc12,-13,9,-4
COc1ccccc1Oc1cc(N2CCN(C)CC2)ncn1,-4,19,-8
CCc1ocnc1C(=O)N1CCOC(CCCC(C)C)C1 (centres undefined),nt,3,-2
Cc1ccc(CN2CCC(CO)(Cc3ccccc3)CC2)o1,-5,-8,-1
Cc1ccc(OCc2cc(C(=O)NCC[C@@H]3C[C@@H]4C=C[C@H]3C4)no2)cn1,-11,nt,-6
c1ccc(-c2[nH]cnc2-c2ccc3nccn3c2)cc1,-14,4,-7
Cc1ccc(-n2ncc3c(=O)n(NC(=O)COc4ccc(Cl)cc4)cnc32)cc1C,nt,3,-11
CN(Cc1ccc(O)cc1)C(=O)c1cc(-c2ccc(Cl)s2)on1,-17,-7,-8
N#CC(C(=S)Nc1ccccc1)c1nnc2n1CCCCC2 (centres undefined),-4,0,-1
COc1ccccc1OCC(O)CO (centres undefined),-6,-6&-3,-3&-6
COc1ccc(C(=O)N2CCOCC3(CN(Cc4ccoc4)CCO3)C2)cc1 (centres undefined),nt,8,-8
FC(F)(F)c1cc(-c2cnc3ccc(NCc4ccco4)nn23)cc(C(F)(F)F)c1,3,-7,1
CCOc1ccc(OCCCOc2ccccc2C(C)=O)cc1,-4,2,-1
COCCN1CCN(C(=O)C2CCC(=O)N(CCc3cccc(F)c3)C2)CC1 (centres undefined),nt,1,-3
[N-]=[N+]=Nc1ccc(C(=O)CSC[C@H](NC(=O)CC[C@H](N)C(=O)O)C(=O)NCC(=O)O)cc1,-2,5,-4
O=C(NN=Cc1cccc(Oc2ccccc2)c1)c1ccccn1,-5,-7,-6
CN(Cc1ccsc1)C(=O)CCC1(Cc2ccc(Cl)cc2)CCC(=O)N1 (centres undefined),-9,3,-1
Cc1cnc(=O)[nH]c1SCc1cccc(C(F)(F)F)c1,-6,10,-1
CCc1nccn1CCC(=O)N1CC[C@@H](c2ccc3c(c2)OCO3)[C@H](O)C1,nt,-4,-5

# Record cards (already shown). Values in the order: mcGAS inh, NPYLR7 agonist, hcGAS inh
# O=S(=O)(c1cc(Cl)ccc1Cl)N1CCN(c2nc(Cc3ccc(Cl)cc3)ns2)CC1 as listed: -5, 15, -11
# c1ccc(-c2ccc(-c3[nH]ncc3CNC3CCC3)cc2)cc1 as listed: -3, 0, 0

# Further results:
SMILES,mcGAS inh,NPYLR7 agonist,hcGAS inh
CC(C)N(CC(=O)Nc1cc(C(C)(C)C)nn1-c1ccccc1Cl)C(=O)Nc1cccc(C(F)(F)F)c1,-6,-1,-4
Clc1ccc(OCC2CCCNC2)c2ccccc12 (centres undefined),nt,10,7
Cc1onc(-c2c(Cl)cccc2Cl)c1C(=O)Nc1ccc(CNC(=O)NC(C)C)cc1,-4,-3,-11
COC(=O)c1sccc1S(=O)(=O)N1CCCC(C(=O)c2ccccc2OC)C1 (centres undefined),-8,8,-4
CC(C)SC(NC(=O)OCc1ccccc1)C(=O)N1CCCC(O)C1 (centres undefined),-3,6,-1
Cc1ccc(C)c(S(=O)(=O)NC(C)c2ccc(-c3csc(C)n3)cc2)c1 (centres undefined),-14,1,-7
Cc1cc(C(=O)N2CC[C@H](NS(=O)(=O)c3cn(C)cn3)C[C@H]2C(=O)N[C@H](Cc2ccccc2)C(N)=O)n(C)n1,-3,-10,-2
Cc1cc(-n2ccnc(SCC(=O)NCc3ccccc3)c2=O)ccc1Br,-2,2,-6
Cc1cc(C)c(CNC(=O)c2ccccc2Oc2cccc(Br)c2)c(=O)[nH]1,nt,0,-5
CCOc1ccc(-c2ccc(=O)n(CCNS(=O)(=O)c3ccc(Cl)s3)n2)cc1,0,0,-1
CN(Cc1noc2c1CCCC2)S(=O)(=O)NCc1ccccc1,nt,1,-1
CC=CCn1c(=O)c2c(nc3n2CC(C)=NN3CCC(C)C)n(C)c1=O,-9,6,-3

# Sorted by length of the SMILES (high to low): part of the list above
SMILES,mcGAS inh,NPYLR7 agonist,hcGAS inh
Cc1cc(C(=O)N2CC[C@H](NS(=O)(=O)c3cn(C)cn3)C[C@H]2C(=O)N[C@H](Cc2ccccc2)C(N)=O)n(C)n1,-3,-10,-2
[N-]=[N+]=Nc1ccc(C(=O)CSC[C@H](NC(=O)CC[C@H](N)C(=O)O)C(=O)NCC(=O)O)cc1,-2,5,-4
CC(C)N(CC(=O)Nc1cc(C(C)(C)C)nn1-c1ccccc1Cl)C(=O)Nc1cccc(C(F)(F)F)c1,-6,-1,-4
Cc1ccc(OCc2cc(C(=O)NCC[C@@H]3C[C@@H]4C=C[C@H]3C4)no2)cn1,-11,nt,-6
Cc1onc(-c2c(Cl)cccc2Cl)c1C(=O)Nc1ccc(CNC(=O)NC(C)C)cc1,-4,-3,-11
CCc1nccn1CCC(=O)N1CC[C@@H](c2ccc3c(c2)OCO3)[C@H](O)C1,nt,-4,-5
Cc1ccc(-n2ncc3c(=O)n(NC(=O)COc4ccc(Cl)cc4)cnc32)cc1C,nt,3,-11
CCOc1ccc(-c2ccc(=O)n(CCNS(=O)(=O)c3ccc(Cl)s3)n2)cc1,0,0,-1
Cc1cc(C)c(CNC(=O)c2ccccc2Oc2cccc(Br)c2)c(=O)[nH]1,nt,0,-5
COC(=O)c1sccc1S(=O)(=O)N1CCCC(C(=O)c2ccccc2OC)C1 (centres undefined),-8,8,-4
CC=CCn1c(=O)c2c(nc3n2CC(C)=NN3CCC(C)C)n(C)c1=O,-9,6,-3
CN(Cc1ccsc1)C(=O)CCC1(Cc2ccc(Cl)cc2)CCC(=O)N1 (centres undefined),-9,3,-1
Cc1cc(-n2ccnc(SCC(=O)NCc3ccccc3)c2=O)ccc1Br,-2,2,-6
CN(Cc1ccc(O)cc1)C(=O)c1cc(-c2ccc(Cl)s2)on1,-17,-7,-8
CC(C)SC(NC(=O)OCc1ccccc1)C(=O)N1CCCC(O)C1 (centres undefined),-3,6,-1
CN(Cc1noc2c1CCCC2)S(=O)(=O)NCc1ccccc1,nt,1,-1
Cc1cnc(=O)[nH]c1SCc1cccc(C(F)(F)F)c1,-6,10,-1
c1ccc(-c2[nH]cnc2-c2ccc3nccn3c2)cc1,-14,4,-7
N#CC(C(=S)Nc1ccccc1)c1nnc2n1CCCCC2 (centres undefined),-4,0,-1
CCOc1ccc(OCCCOc2ccccc2C(C)=O)cc1,-4,2,-1
Clc1ccc(OCC2CCCNC2)c2ccccc12 (centres undefined),nt,10,7
COc1ccccc1OCC(O)CO (centres undefined),-6,-6&-3,-3&-6

# New compounds follow
SMILES,mcGAS inh,NPYLR7 agonist,hcGAS inh
O=C(Cc1cccs1)N1CCN(c2cc(Oc3ccc(F)c(F)c3)ncn2)CC1,3,nt,-2
O=C(CCC1CCN(C(=O)CC2CCC(=O)N2)CC1)NCc1cccc(Cl)c1 (centres undefined),nt,4,-8
Cc1nc(CC(=O)N(C)Cc2cn[nH]c2-c2ccc(F)cc2)cs1,-13,nt,-10
Cc1ccc(C(N)=NOC(=O)N2c3ccccc3Sc3ccccc32)cc1,nt,3,-9
Cc1nnc(N2CCC(COc3ccccn3)CC2)c(C#N)c1C,nt,0,5
Cc1ccc(N2C(=O)CSC2c2cccnc2)cc1C (centres undefined),0,-5,0
Nc1cncc(-n2ccnc2-c2cccnc2)c1,-11,2,-5
O=c1[nH]c(/C=C/c2cccc(Cl)c2Cl)nc2c1CN(Cc1ccccc1)CC2,nt,-3,9
Cc1c(C)n2c3c(=O)[nH]c(=O)n(C)c3nc2n1CCCN1CCN(c2ccc(F)cc2)CC1,nt,3,-5
NS(=O)(=O)c1ccc(C(=O)N(CC2CC2)CC2CC2)cc1F,-14,-1,-7
O=C(NC(c1ccccc1)c1ccc2ccccc2n1)C1CCN(Cc2ccccc2)CC1 (centres undefined),-4,14,-2
CCNc1nc(NC(C)C)nc(OCCOC(C)=O)n1,1,-4,2
Cc1cc(C(=O)C(C)N2CCNC(=O)C2)c(C)n1-c1ccc(Cl)cc1 (centres undefined),nt,8,0
CC1CCC(C(C)C)C(OC(=O)COC(=O)C2CCCCC2)C1 (centres undefined),-5,2,-9
CCc1nc2ccc(C(=O)N(C)CCCN(C)C)cn2c1N(C)Cc1cc2ccccc2s1,-1,-5,-2
CNc1cncc(-c2cccc(NS(C)(=O)=O)c2)n1,nt,0,-4
CC1=NN(CCCO)c2nc3c(c(=O)n(Cc4c(F)cccc4Cl)c(=O)n3C)n2C1C (centres undefined),-9,-2,-4
OC(CNc1ncc(Br)cn1)COc1cccc(Cl)c1Cl (centres undefined),nt,3,-7
O=[N+]([O-])c1cc(S(=O)(=O)C(F)(F)F)ccc1Nc1ccc2c(c1)OCO2,nt,11,-9
CN1NC(c2ccc(O)cc2)C2C(=O)N(Cc3ccccc3)C(=O)C21 (centres undefined),-2,1,-3
O=C(c1cn(C2CCCCC2)nn1)N1CCOCC1,nt,23,-7
O=c1c(-c2ccc3c(c2)OCCCO3)coc2cc(O)ccc12,-5,-1,-5
c1ccc(-c2ncn(CCc3cnc[nH]3)c2-c2ncc[nH]2)cc1,nt,-4,-6
CCOCCCN(CC(=O)N(Cc1ccc(F)cc1)Cc1ccc(C)s1)C(=O)C1CCC1,-6,6,-9
Cc1nc(C(C)C)ncc1C(=O)N(C)Cc1cc(C(C)(C)C)n[nH]1,nt,-9,0
